Compound activity (PubChem)
ARNT TACC3 PPI: disruptors of ARNT/TACC3 protein interaction, primary screen, biochemical, AlphaScreen, single concentration | 390,000 tested, 0.66% active | AlphaScreen His-ARNT PAS-B/GST-TACC3 binding, luminescence; TACC3 fragment carries E629A point mutation | Transforming acidic coiled-coil-containing protein 3 (Homo sapiens), Q9Y6A5 | inhibition, % at 9.99 µM;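 active means mean inhibition of replicates at least 50% and at least half of replicates each reaching 50%; inconclusive means half or more replicates reach 50% but mean below 50%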;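 further: 0% = complete ARNT plus TACC3 wells and 100% = ARNT alone without TACC3; many hits fall short of the cut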
CFTR F508del cor: F508del CFTR correction, initial screen, CFBE line, single point; CFBE cells, YFP halide quenching; stimulated with forskolin plus potentiator P3; % fluorescence drop versus neutral controls; activity (quench increase), % at 7.58 µM; 350,000 tested, 0.36% active; AID 720511, 2013;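 active means mean added fluorescence quench of at least 8% versus neutral control, with both replicates also reaching 8%; inconclusive means only one of the mean or replicate conditions met; inactive means mean below 8% and not both replicates reaching 8%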;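 further: cells transiently co-express mutant CFTR-F508del with the halide-sensitive YFP; corrector assay measuring rescue of mutant channel to the surface after 24 h compound exposure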
esBAF inh: Bmi1 luciferase reporter increase in mESCs, primary screen, esBAF inhibitor project, mouse ES cells, Bmi1 luciferase knock-in, single point; reporter increase, % at 12.5 µM; 350,000 tested, 2% active; AID 602393, 2012; 24 h; 100% = twice the neutral-well signal; in the data active means activation above about 40%; inconclusive means no clear call, values can overlap the other calls;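 further: 0% = median of the plate's neutral control wells and 100% = double that signal; a rise in the Bmi1 reporter signal indicates esBAF inhibition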
ERAP1 HTS inh: human ERAP1 aminopeptidase inhibitors, primary screen, biochemical, single point, plate reader. Endoplasmic reticulum aminopeptidase 1 (Homo sapiens), Q9NZ08. recombinant ERAP1, Leu-AMC fluorescence, 60 min. inhibition, % at 10.7 µM. 340,000 tested, 0.15% active. AID 652197, 2013;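 active means mean replicate inhibition of at least 30%, or all replicates individually reaching that 30% level; inactive means mean below 30% and not every replicate reaching it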;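 further: 0% = neutral control wells and 100% = L-leucinethiol positive control wells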
Xi reactivation: activators of inactive X chromosome reactivation, primary screen, imaging, XiGFP fibroblasts, GFP high-content imaging, set 2 | 360,000 tested, 0.055% active | activation, % at 7.58 µM | XiGFP mouse fibroblasts, % GFP-positive cells imaging, 3 d; cells co-treated with 5-aza-dC sensitizer; scaled so ellipticine positive control = 100%;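 active means mean normalized replicate activation at least 10% and every replicate at or above 10%; inconclusive means only one of the two criteria met; inactive means mean below 10% and not all replicates reach 10%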;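 further: 0% = median of on-plate neutral control wells and 100% = ellipticine 6 µM median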
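System: SV40-immortalized XiGFP fibroblast cells, line 68-5-11 / Incubation: 3-day compound exposure, then 15 min fixation at room temperature / Compound: single concentration per compound, delivered by pin transfer / Buffer or medium: DMEM plus 5-aza-dC sensitizer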
RAD52 inh: RAD52 DNA annealing inhibitors, primary screen, biochemical, FRET, single point, set 2 | DNA repair protein RAD52 homolog (Homo sapiens), P43351 | recombinant RAD52 DNA annealing, FRET fluorescence | inhibition, % at 18.7 µM | 360,000 tested, 0.46% active;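 active means every replicate showing at least 50% inhibition; inconclusive means mean inhibition at least 50% but not in every replicate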
Target sequence (P43351 whole entry, looked up): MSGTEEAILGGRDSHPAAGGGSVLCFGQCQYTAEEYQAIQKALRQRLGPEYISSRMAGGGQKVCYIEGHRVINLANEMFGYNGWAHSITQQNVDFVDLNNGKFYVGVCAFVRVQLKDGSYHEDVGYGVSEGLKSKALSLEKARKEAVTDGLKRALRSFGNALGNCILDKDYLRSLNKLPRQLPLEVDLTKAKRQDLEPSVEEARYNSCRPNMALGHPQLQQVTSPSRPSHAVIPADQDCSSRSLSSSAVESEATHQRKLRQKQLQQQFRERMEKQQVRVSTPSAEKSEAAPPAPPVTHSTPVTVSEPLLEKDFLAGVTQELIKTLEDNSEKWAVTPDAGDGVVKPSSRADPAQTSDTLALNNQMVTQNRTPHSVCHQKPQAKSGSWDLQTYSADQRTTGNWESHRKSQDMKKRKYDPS
RAD54 inh: inhibitors of human RAD54 branch migration, primary screen, biochemical, fluorescence, single point. AID 602329, 2012. 360,000 tested, 0.14% active. RAD54 Holliday junction branch migration, FAM/BHQ fluorescence. inhibition, % at 10.4 µM;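 active means mean normalized replicate activity at least 40 and at least half of replicates scoring 40 or more; inconclusive means only one of the two criteria met; inactive means mean below 40 and under half of replicates reaching 40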;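 further: 0% = median of neutral control wells and 100% = median of positive control wells; inhibitors cause a drop in the FAM fluorescence signal; in these data hits start at about 50%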
GSIS activator: GLuc luminescence reporter in INS-1E cells, primary screen for activators of glucose-dependent secretion of insulin. 370,000 tested, 0.61% active. INS-1E GLuc reporter insulin secretion, 2-3 h. activation, % at 16.6 µM;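 active means lowest replicate activation of at least 40%, so every replicate reaches that level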;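 further: 0% = median of neutral control wells and 100% = median of IBMX positive control wells; some compounds called inactive have numbers as strong as hits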
The depositor's hits bear a star; ? = inconclusive; · = not tested or not shown; & = joins results of further samples.

nr	structure	ARNT TACC3 PPI	RAD54 inh	GSIS activator	ERAP1 HTS inh	Xi reactivation	RAD52 inh	CFTR F508del cor	esBAF inh
1	CN(C)c1ccc(CNS(=O)(=O)c2ccc3c(c2)C(C)(C)C(=O)N3C)cc1	17	-1	-4	-3	-0.1	1	-4.4	-7
2	C/C=C/c1cnc2c(c1)C(=O)N([C@H](C)CO)C[C@H](C)[C@@H](CN(C)C(=O)c1cccc(F)c1)O2	·	·	-6	·	-0.4	·	0.0	1
3	O=C(O)C[C@H]1CC[C@@H](NC(=O)Nc2ccccc2)[C@@H](CO)O1	-57	7	-9	-4	-0.2	-3	-0.4	2
4	COc1cccc(S(=O)(=O)Nc2ccc3c(c2)C(=O)N(C)C[C@H](OC)[C@H](C)CN[C@@H](C)CO3)c1	-8	5	14&-16	-1&-3	0.6&0.1	-14&2	0.4&-0.6	-1
5	CCn1c(Cn2nnc(-c3ccccc3)n2)nnc1SCC(=O)Nc1ccc(C(C)=O)cc1	-5	-10	11	-2	·	-12	1.2	34
6	CCc1nnc(NC(=O)CCC(=O)NCc2ccc(C)cc2)s1	4	-9	-2	1	0.0	-10	4.0	-7
7	CCOc1ccc(C(=O)Nc2cccc([N+](=O)[O-])c2)cc1Br	-2	·	9	-1	-0.1	-3	0.5	36
8	C[C@@H]1CN([C@H](C)CO)C(=O)Cc2cc(NC(=O)Nc3ccc(F)cc3)ccc2O[C@@H]1CN(C)S(=O)(=O)c1cccs1	6	9	-13	3	0.0	-14	0.9	-1
9	O=C1CCCCC1Nc1ccc([N+](=O)[O-])cc1 (configuration not stated)	4	·	9	4	-0.1	-8	-2.1	·
10	O=C(NCCc1ccccc1Cl)[C@@H]1CCCN1C(=O)[C@@H](NC(=O)N1CCOCC1)c1ccccc1	·	·	-3	-4	0.1	-5	1.9	·
11	CN(C)CC(=O)Nc1ccc2c(c1)[C@@H]1C[C@H](CC(=O)NCc3cc(F)ccc3F)O[C@H](CO)[C@@H]1O2	20	5	14	-3	0.0	-4	-1.0	-2
12	O=C(NCCC(=O)N1CCCCC1)c1ccccc1Cl	15	0	-1	-1	0.3	-14	-0.3	3
13	O=Nc1ccc(Cl)cn1	·	·	-5	6	-0.1	-26	0.0	·
14	O=C(C[C@@H]1C/C=C/CC[C@H](Cc2ccc(F)cc2)C(=O)O[C@H](c2ccccc2)CNC1=O)NCCO	10	0	-8	-2	-0.6	-7	1.3	1
15	CC(C)NC(=O)N(C)C[C@@H]1Oc2cc(C#CC(C)(C)O)ccc2S(=O)(=O)N([C@@H](C)CO)C[C@@H]1C	-26	5	12	0	-0.4	8	-3.3	0
16	O=C(CCc1ccc(S(=O)(=O)N2CCOCC2)cc1)Nc1ccccc1F	1	-1	14	2	0.1	3	-0.2	4
17	CCN(CC)C(=O)c1cccc(NC(=O)CC23CC4CC(CC(C4)C2)C3)c1	2	-2	-16	1	0.0	-19	-2.1	8
18	Oc1ccccc1/C=N/NC(=S)NC1CC2CC1C1C=CCC21 (configuration not stated)	15	-10	0	-9	0.4	-1	7.7	57*
19	CC(C)OC(=O)/C(C#N)=C/c1c[nH]c2ccccc12	0	·	15	4	0.1	-5	·	·
20	CCS(=O)(=O)N1CCC2(CC1)CN(Cc1ccccc1OC)[C@@H](CO)c1c2c2ccc(OC)cc2n1C	·	·	3	-4	-0.1	-90	-0.4	·
21	CO[C@@H]1CN(C)C(=O)c2ccc(NS(C)(=O)=O)cc2OC[C@H](C)N(C(=O)C2CCCC2)C[C@H]1C	·	·	-4	0	0.6	-1	-1.7	·
22	CC(=O)N1CCc2cc(S(=O)(=O)NCCCN3CCC(C)CC3)ccc21	5	-1	4	-1	0.2	-9	3.5	-3
23	O=C(NCCO)/C(=C/c1ccco1)NC(=O)c1ccco1	-5	·	·	-2	?	-26	2.1	·
24	COc1ccc(C(=O)Nc2cc(C)on2)c(OC)c1	·	-11	7	-3	0.3	-17	2.2	14
25	COc1ccccc1NC(=O)N1CCCCN2[C@H](C1)[C@@H](c1ccc(-c3cccc(C#N)c3)cc1)[C@@H]2CO	-2	-9	-5	-1	0.0	30	-1.3	8
26	CCOC(=O)c1cncc(C#CCOC(=O)Nc2ccc(OC(F)(F)F)cc2)c1	13	4	1	3	0.0	-9	1.4	-2
27	C[C@@H]1CN([C@@H](C)CO)C(=O)Cc2cc(NC(=O)Nc3cccc4ccccc34)ccc2O[C@@H]1CN(C)S(=O)(=O)c1ccccc1	·	2	4	-6	-0.3	-6	-1.1	-1
28	C[C@@H]1CN([C@H](C)CO)C(=O)c2cc(NS(=O)(=O)c3ccccc3)ccc2O[C@H]1CN(C)Cc1ccc(C(=O)O)cc1	-7	3	-1	1	0.0	-9	-1.9	0
29	O=C(CCNC(=O)c1ccccc1Cl)Nc1nc2ccc(F)cc2s1	·	-11	-5	-1	0.0	-2	-0.1	52*
30	C/C=C/c1ccc([C@H]2[C@@H](C#N)N(S(=O)(=O)c3cccc(F)c3)[C@H]2CO)cc1	-2	10	-2	-5	0.0	-97	0.7	-2
31	CN(C)CCNc1oc(COc2ccc(-c3ccccc3)cc2)nc1C#N	5	13	-31	2	·	47	-3.3	4
32	c1ccc(Cn2c(Cn3c(-c4cnccn4)nc4ccccc43)nc3ccccc32)cc1	·	·	-6	1	0.3	-31	0.5	·
33	COc1ccc2o/c(=N/NC(=O)c3cccs3)c(C(N)=O)cc2c1	0	·	9	-2	0.3	-72	0.6	·
34	NC(=O)C[C@H](N)c1cn([C@@H](CC(N)=O)C(=O)N2CCNCC2)nn1	-50	1	8	5	0.2	-16	0.3	-12
35	Cc1cccc(NC(=S)NCc2ccccc2Cl)c1C	1	5	-12	-3	0.0	-19	0.1	3
36	Cc1c(Cl)cccc1NC(=S)N1CCCN(Cc2ccc(F)cc2)C1	0	-1	-13	4	0.3	-45	0.4	-6

Along the list, quoted from above:
RAD52 inh for nos. 32–35 → -31, -72, -16, -19

Further results
nr	structure	ARNT TACC3 PPI	RAD54 inh	GSIS activator	ERAP1 HTS inh	Xi reactivation	RAD52 inh	CFTR F508del cor	esBAF inh
37	CCCCNC(=O)Nc1ccc(C2SCCS2)cc1	5	-12	18	-2	-0.1	-17	-2.4	28
38	CC(C)c1ccc(NC(=O)C2CSC3(C)CCC(=O)N23)cc1 (configuration not stated)	-5	1	-2	-1	0.1	-7	-3.4	4
39	COc1ccc(NC(=O)N(C)C[C@H]2Oc3c(NC(=O)NC4CCCCC4)cccc3C(=O)N([C@H](C)CO)C[C@H]2C)cc1	17	-8	-9	2	-0.4	-1	0.4	2
40	CN(CCOc1ccccc1)C(=O)c1ccc(F)c(S(=O)(=O)N2CCOCC2)c1	2	9	1	2	0.0	9	-3.5	·
41	O=C(C[C@H]1CC[C@@H]2[C@H](COC[C@@H](O)CN2Cc2ccc(Oc3ccccc3)cc2)O1)N1CCN(c2ccccc2)CC1	-4	-2	-6	-3	0.3	14	-5.6	21
42	COC(=O)[C@]12CCCCC=C1N(CCc1ccc(OC)c(OC)c1)C(=O)[C@H](CC(=O)NCCCN1CCCC1=O)C2	·	·	2	-1	0.3	-13	3.5	·
43	CCN(Cc1nc(-c2ccccc2)no1)C(=O)c1ccco1	-11	-7	13	-1	0.0	-14	-4.0	1
44	CC(=O)c1sc2nc(CSc3nnnn3-c3ccccc3)[nH]c(=O)c2c1C	-1	2	-5	-3	0.0	-69	0.4	5
45	N#Cc1cccc(-c2ccc3c(c2)[C@@H]2[C@@H](CCN2C(=O)c2ccccc2F)[C@H](CO)N3)c1	4	-6	25	0	0.0	19	1.4	14
46	Cc1ccccc1C(=O)N1CCc2c([nH]c3ccccc23)C1C(F)(F)F (configuration not stated)	5	-4	-24	-2	0.3	-7	-0.7	0
47	CC1(C(=O)NCc2ccccc2Br)CCN1Cc1ccc2ccccc2c1 (configuration not stated)	·	2	·	-1	-0.1	-11	-0.2	3
48	Cc1cc(N2CCN(C(=O)c3ccco3)CC2)c2ccccc2n1	2	0	0	·	-0.1	-8	1.4	-4
49	CC(NC(=O)Cc1ccccc1[N+](=O)[O-])c1ccccc1 (configuration not stated)	·	·	2	0	0.0	-19	·	·
50	CCCn1nc(C(=O)Nc2nnc(CC)s2)c2ccccc2c1=O	-3	8	-11	-1	0.0	-27	0.6	·
51	CN1/C(=C\C(=O)c2cccnc2)C(C)(C)c2ccccc21	-5	·	-14	1	0.0	-14	3.2	·
52	NC(=O)c1cccc(-c2ccnc3c2CC(C(=O)Nc2ccccc2)O3)c1 (configuration not stated)	·	6	-16	-4	0.4	0	-1.6	-6
53	C[C@H]1CN([C@@H](C)CO)S(=O)(=O)c2ccc(-c3cncnc3)cc2O[C@H]1CN(C)C(=O)NC1CCCC1	-9&0	-1&2&-4	8&10	-1&0&3	0.3&0.1	-4&-12&-3	-3.0&0.2&1.5	-5&7&5
54	O=C(c1ccc(Br)o1)N1CCN(CCc2ccncc2)CC1	3	-2	1	-3	0.0	-3	-0.7	-2
55	C[C@H](CO)N1C[C@H](C)[C@@H](CN(C)S(C)(=O)=O)Oc2c(NC(=O)C3CCOCC3)cccc2C1=O	5	-4	7	2	1.2	-2	-2.0	-9
56	O=C(O)C(Cc1ccccc1)n1c(=S)[nH]c2ccccc2c1=O (configuration not stated)	-18	0	4	-11	0.3	-10	-0.5	-6
57	COc1ccc(NC(=O)N(C)C[C@@H]2OCCCC[C@H](C)Oc3ccc(NC(=O)c4ccccc4)cc3C(=O)N([C@H](C)CO)C[C@@H]2C)cc1	-6	10	-11	-4	0.4	-3	-1.1	-6
58	C/C(=N/NC(=O)c1ccc(Br)o1)c1ccncc1	1	-4	67*	·	-0.1	·	·	·
59	CC1=CCC(COC(=O)Nc2ccccc2)CC1 (configuration not stated)	-8	2	-16	·	·	·	·	84*
60	C[C@@H]1CN([C@@H](C)CO)C(=O)c2cc(NS(=O)(=O)c3cn(C)cn3)ccc2O[C@@H](C)CCCCO[C@@H]1CN(C)C	-8	-5	31	1	0.4	-18	-0.1	·
61	O=C1NC(=S)S/C1=C\c1cccc([N+](=O)[O-])c1	-1	0	-12	3	0.1	-18	-1.3	-4
62	C[C@H]1CN([C@@H](C)CO)C(=O)Cc2cc(NC(=O)Cc3ccccc3)ccc2O[C@@H]1CN(C)Cc1ccc(C(=O)Nc2ccccc2N)cc1	·	·	-8	-1	-1.3	-3	-0.5	·
63	O=C(CCc1nc2ccccc2c(=O)[nH]1)NNC(=O)COc1cccc(F)c1	-6	-13	11	1	0.0	-26	0.8	-8
64	O=S(=O)(N[C@H]1CC[C@H](CCn2cc(C3CC3)nn2)O[C@H]1CO)c1ccc(Cl)cc1	·	-3	5	1	0.3	-6	-4.4	2
